Screening data as filed in PubChem.
APP transl inh: inhibitors of APP translation via 5'UTR reporter, primary screen, APP 5'UTR luciferase, SH-SY5Y cells | SH-SY5Y APP 5'UTR-luciferase reporter, luminescence | 190,000 compounds, 0.82% hits | inhibition, % at 2 µM | AID 1285, 2008;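 active means inhibition above a set limit, derived from the sample mean plus 3 SD, cut at about 45% in these data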; further: values of inactives mirror those of a sister screen read the other way
TNAP inh no acc: human TNAP enzyme inhibitors, primary screen, biochemical, luminescent, no phosphate acceptor, uHTS | Alkaline phosphatase, tissue-nonspecific isozyme (Homo sapiens), P05186 | purified TNAP, CDP-star luminescence, 30 min | inhibition, % at 20 µM | 200,000 compounds, 0.26% hits | AID 1012, 2008;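 active means tissue-nonspecific alkaline phosphatase inhibition above about 50% at 20 µM in the single-dose screen, limit read from the data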;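 further: 0% = DMSO negative control and 100% = EDTA positive control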
Target sequence (P05186 whole entry, looked up): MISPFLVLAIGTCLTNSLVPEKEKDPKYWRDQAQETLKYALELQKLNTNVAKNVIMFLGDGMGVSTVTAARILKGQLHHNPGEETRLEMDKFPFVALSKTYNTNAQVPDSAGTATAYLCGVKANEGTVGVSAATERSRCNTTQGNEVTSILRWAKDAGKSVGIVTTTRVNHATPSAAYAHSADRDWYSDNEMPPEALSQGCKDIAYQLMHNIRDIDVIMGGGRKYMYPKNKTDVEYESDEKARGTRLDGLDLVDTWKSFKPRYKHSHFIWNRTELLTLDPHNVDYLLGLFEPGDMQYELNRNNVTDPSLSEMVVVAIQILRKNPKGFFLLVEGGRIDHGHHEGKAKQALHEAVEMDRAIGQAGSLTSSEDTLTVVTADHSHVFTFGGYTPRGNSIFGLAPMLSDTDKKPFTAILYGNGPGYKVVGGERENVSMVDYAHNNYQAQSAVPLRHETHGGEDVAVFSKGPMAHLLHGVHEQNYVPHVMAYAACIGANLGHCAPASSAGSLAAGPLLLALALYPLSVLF
FLuc inhib CS: firefly luciferase enzyme inhibitors, primary screen, artefact control for luciferase-based inhibitor screens, biochemical, luminescence, ATPLite. inhibition, % at 10 µM. Luciferin 4-monooxygenase (Photinus pyralis), P08659. 10 min. 200,000 compounds, 1.5% hits;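 active means inhibition above about 50% when tested at 10 µM, limit read from the data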
Target sequence (P08659 whole entry, looked up): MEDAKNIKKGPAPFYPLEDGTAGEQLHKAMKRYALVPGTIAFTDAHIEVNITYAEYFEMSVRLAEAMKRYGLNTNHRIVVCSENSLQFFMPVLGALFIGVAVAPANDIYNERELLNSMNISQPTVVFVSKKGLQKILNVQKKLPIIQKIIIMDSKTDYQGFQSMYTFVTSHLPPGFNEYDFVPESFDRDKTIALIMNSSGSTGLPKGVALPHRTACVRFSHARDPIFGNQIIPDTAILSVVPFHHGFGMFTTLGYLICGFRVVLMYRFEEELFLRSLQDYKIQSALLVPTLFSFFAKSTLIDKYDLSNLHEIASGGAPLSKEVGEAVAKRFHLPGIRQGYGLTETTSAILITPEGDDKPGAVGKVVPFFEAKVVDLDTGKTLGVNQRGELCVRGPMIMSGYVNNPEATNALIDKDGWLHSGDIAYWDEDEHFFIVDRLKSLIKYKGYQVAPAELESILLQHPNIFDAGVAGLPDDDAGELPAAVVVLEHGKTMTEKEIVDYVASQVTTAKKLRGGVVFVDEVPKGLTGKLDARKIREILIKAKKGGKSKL
TNAP act hiacc: TNAP activators at high phosphate acceptor level, primary screen, biochemical, luminescence, uHTS; Alkaline phosphatase, tissue-nonspecific isozyme (Homo sapiens), P05186; purified TNAP, CDP-star luminescence, 1 M DEA, 30 min; hits give high values; 0 = EDTA background, 1 = DMSO-only activity; activation factor at 20 µM; 200,000 tested, under 10 active; AID 1136, 2008;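 active means activation factor at least 2 at 20 µM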
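system = human TNAP | amount = enzyme diluted 1/800 final | reagent = 100 µM CDP-star substrate | signal = luminescent substrate turnover signal | dosing = one dose, 20 µM | benchmarks = EDTA negative control, DMSO positive control | measure = activation factor | timing = 30 min reaction, room temperature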
bIAP inh: bovine intestinal alkaline phosphatase inhibitors, primary screen, selectivity assay for TNAP inhibitor project, biochemical, bovine IAP, CDP-star luminescence | alkaline phosphatase, intestinal [Bos taurus] | purified bovine IAP, 30 min | inhibition, % at 20 µM | 190,000 tested, under 10 active;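 active means over 50% inhibition of intestinal alkaline phosphatase at 20 µM in the single-dose screen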
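Assay system – bovine IAP enzyme · Quantity – bovine IAP at 1/65,000,000 final dilution · Detection – CDP-star luminescence signal · Times – 30 min reaction at room temperature · Also added – CDP-star substrate at 30 µM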
Lmaj promast: Leishmania major promastigote growth inhibition, primary screen; Leishmania major promastigotes, resazurin fluorescence viability; inhibition, % at 10 µM; 200,000 compounds, 9% hits; AID 1063, 2008; in the data active means inhibition above about 50%;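 further: promastigotes grown with compound for 44 hours at 28 °C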
bIAP act: bovine intestinal alkaline phosphatase activators, primary screen, biochemical, bovine IAP, CDP-star luminescence | alkaline phosphatase, intestinal [Bos taurus] | purified bovine IAP, 30 min; hits give high values; fold of DMSO-control signal, blank-subtracted | activation factor at 20 µM | 200,000 compounds, 0.17% hits;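 active means activation factor of 2 or more at 20 µM, a signal rise over negative controls twice the positive control's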
TNAP inh hi DEA: human TNAP enzyme inhibitors, primary screen, biochemical, luminescent, high phosphate acceptor level, uHTS; inhibition, % at 20 µM; purified TNAP, CDP-star luminescence, 1 M DEA; 200,000 compounds, 0.03% hits;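 active means over 50% inhibition of tissue-nonspecific alkaline phosphatase at 20 µM in the single-dose screen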;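 further: plate controls were DMSO wells for no effect and EDTA-quenched wells as full inhibition for full effect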
RAM network inh: inhibitors of the yeast RAM network, primary screen, dse1pr::URA3 reporter, 5-FOA selection; inhibition, % at 50 µM; 190,000 compounds, 1.8% hits; S. cerevisiae dse1pr::URA3 reporter, 5-FOA growth OD615, 2 d; analog-sensitive cbk1-as2 kinase mutant strain;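 active means inhibition above a set limit, 3 SD over mean compound inhibition, cut at about 8.4% in these data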;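 further: 0% = DMSO-only wells with no growth and 100% = 10 µM 1-NA-PP1 full growth; inhibition rescues growth on 5-FOA so higher OD means more RAM inhibition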
FLuc act counter: FLuc activators, initial screening, artefact control for FLuc-dependent activation tests, biochemical, ATPlite luminescence. Luciferin 4-monooxygenase (Photinus pyralis), P08659. ATPlite luciferase biochemical, 10 min; 0 = ATP-free wells, 1 = DMSO control. activation factor at 10 µM. 200,000 tested, under 10 active. AID 1027, 2008;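 active means luciferase activation factor, scaled between plate controls, of at least 2 with compound at 10 µM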
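Assay system: Luciferase/luciferin reagent mix; Medium: PBS as buffer for the ATP substrate; Dosing: test compounds dosed from 2 mM stocks in 100% DMSO; Times: 10 min, room temperature; Signal: luminescence from luciferase reaction; Read-out: luciferase activation; Controls: No-ATP low control, compound-free enzyme-plus-ATP high control.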
* marks the source's active call; other numbers are inactive results; x = no result given.

SMILES | APP transl inh | TNAP inh no acc | FLuc inhib CS | TNAP act hiacc | bIAP inh | Lmaj promast | bIAP act | TNAP inh hi DEA | RAM network inh | FLuc act counter
Cc1cccc(N2CCN(C(=O)c3cccc(N4C(=O)C5CC=CC(C)C5C4=O)c3)CC2)c1C (stereo not given) | 3 | 7 | -5 | 1.1 | -3 | 7 | 1 | -6 | 4.0 | 1
CCC(=O)Nc1ccc(-c2nnc(-c3ccccc3)o2)cc1 | -210 | -7 | 16 | 1 | 7 | -3 | 0.9 | -4 | 2.6 | 0.8
CCCNC(=O)CCC(NS(=O)(=O)c1ccc(C)cc1)C(=O)NCCC (stereo not given) | -9 | -8 | -7 | 1 | 6 | -4 | 0.9 | 0 | 1.7 | 1.1
CC(C)(S)[C@@H](N)C(=O)O | 4 | -1 | -5 | 1 | -11 | -1 | 1.1 | 0 | 1.0 | 1.1
CC(/C=N/n1c(-c2ccco2)n[nH]c1=S)=C\c1ccccc1 | -9 | 31 | 0 | 0.9 | 14 | -10 | 0.9 | 10 | 3.0 | 1
COCCCNS(=O)(=O)c1ccc2c(c1)CCN2C(C)=O | 6 | -6 | -7 | 1 | 13 | -2 | 0.9 | -1 | 0.9 | 1.1
CCC(C)NS(=O)(=O)c1ccc(S(=O)(=O)N(CC(=O)Nc2ccccc2)Cc2ccco2)cc1 (stereo not given) | 4 | 3 | -2 | 1.1 | 10 | 36 | 0.9 | -8 | 6.8 | 1
CCNS(=O)(=O)c1ccc(NC(=O)c2ccccc2)cc1 | 19 | -1 | -6 | 1.1 | 17 | -6 | 0.8 | -6 | 0.2 | 1.1
COc1cccc(C(=O)c2c[nH]c(C(=O)NCCCN(C)C)c2)c1 | -10 | -3 | -4 | 1 | -4 | 1 | 1 | -4 | -0.2 | 1
CC(C)CN(CC(C)C)S(=O)(=O)N1CCC(C(=O)NCc2ccccn2)CC1 | 10 | 2 | -8 | 1 | -7 | -4 | 1.1 | 0 | 0.1 | 1.1

3 compounds already listed, ordered by molar mass, rising.
SMILES | APP transl inh | TNAP inh no acc | FLuc inhib CS | TNAP act hiacc | bIAP inh | Lmaj promast | bIAP act | TNAP inh hi DEA | RAM network inh | FLuc act counter
CC(/C=N/n1c(-c2ccco2)n[nH]c1=S)=C\c1ccccc1 | -9 | 31 | 0 | 0.9 | 14 | -10 | 0.9 | 10 | 3.0 | 1
COCCCNS(=O)(=O)c1ccc2c(c1)CCN2C(C)=O | 6 | -6 | -7 | 1 | 13 | -2 | 0.9 | -1 | 0.9 | 1.1
CCCNC(=O)CCC(NS(=O)(=O)c1ccc(C)cc1)C(=O)NCCC (stereo not given) | -9 | -8 | -7 | 1 | 6 | -4 | 0.9 | 0 | 1.7 | 1.1

Profiles as entered above.
Shown for COc1cccc(C(=O)c2c[nH]c(C(=O)NCCCN(C)C)c2)c1 : APP transl inh: -10; TNAP inh no acc: -3; FLuc inhib CS: -4; TNAP act hiacc: 1; bIAP inh: -4; Lmaj promast: 1; bIAP act: 1; TNAP inh hi DEA: -4; RAM network inh: -0.2; FLuc act counter: 1
Shown for CCNS(=O)(=O)c1ccc(NC(=O)c2ccccc2)cc1 : APP transl inh: 19; TNAP inh no acc: -1; FLuc inhib CS: -6; TNAP act hiacc: 1.1; bIAP inh: 17; Lmaj promast: -6; bIAP act: 0.8; TNAP inh hi DEA: -6; RAM network inh: 0.2; FLuc act counter: 1.1

Continued:
SMILES | APP transl inh | TNAP inh no acc | FLuc inhib CS | TNAP act hiacc | bIAP inh | Lmaj promast | bIAP act | TNAP inh hi DEA | RAM network inh | FLuc act counter
C/C(=N\NC(=O)C(N)=O)c1ccc(NC(=O)c2cccs2)cc1 | -56 | -5 | 4 | 1 | -14 | 2 | 1.1 | -4 | 0.2 | 1
O=C(CNS(=O)(=O)c1cccc2nonc12)NCc1ccc(F)cc1 | -4 | -9 | -1 | 1 | 20 | -3 | 0.8 | -3 | 1.1 | 1
COc1cccc(CNC(=O)c2ccc(NC(=O)C3CCCO3)cc2)c1 (stereo not given) | 4 | -2 | -10 | 1 | -1 | -5 | 1 | -3 | -0.1 | 1.1
COc1ccccc1C1CC(c2ccccc2)Nc2ncnn21 (stereo not given) | 3 | -9 | 0 | 1.1 | -4 | 4 | 1 | -6 | 2.4 | 1
Cc1cc(C)nc(SC2CCCCC2NS(=O)(=O)c2ccc(Cl)cc2)n1 (stereo not given) | x | -5 | -2 | 1 | 20 | 15 | 0.8 | 2 | 1.4 | 1
COc1ccc(OC)c(S(=O)(=O)N2CCC(C(=O)Nc3cccc(C)c3)CC2)c1 | -1 | -20 | -7 | 1 | -70 | 100* | 1.7 | -4 | -0.7 | 1.1
COCCSc1nnc(NC(=O)c2ccc(OC)c([N+](=O)[O-])c2)s1 | 10 | 14 | 2 | 1 | 4 | 5 | 1 | 0 | 0.9 | 1
CC(=O)c1nnn(-c2ccc([N+](=O)[O-])cc2C)c1C | -8 | -9 | -10 | 1.1 | 2 | 1 | 1 | -8 | 1.1 | 1.1
Nc1nnnn1/N=C/c1cccc(O)c1 | 3 | -14 | -4 | 1 | 14 | -6 | 0.9 | 0 | 0.4 | 1
COc1ccc(-c2noc(CCC(=O)Nc3cccnc3)n2)cc1OC | -10 | -5 | 1 | 1 | -3 | 6 | 1 | -3 | 0.3 | 1
COc1ccc(CCC(=O)Nc2ccccc2C(F)(F)F)cc1 | 10 | -11 | -5 | 1 | 37 | -2 | 0.6 | 0 | 2.5 | 1
COc1cccc(NC(=O)COC(=O)c2ccccc2C(=O)N2CCN(c3ccccc3)CC2)c1 | 4 | -3 | -6 | 1 | -9 | 10 | 1.1 | -4 | -0.4 | 1.1
COC(=O)C(=C/C(C)=C/c1cccs1)C(=O)OC | -44 | -2 | 4 | 1 | 11 | 62* | 0.9 | 0 | -0.4 | 1
CCn1cc(C(=O)N2CCCC2)c(=O)c2cc(S(=O)(=O)N(C)C)ccc21 | -9 | -10 | -12 | 1.1 | 5 | -4 | 1 | -10 | 1.7 | 1.1
COc1ccc(S(=O)(=O)N2CCC(N3CCN(c4ccccc4)CC3)CC2)cc1 | -4 | -8 | -8 | 1 | -3 | -2 | 1 | 0 | -0.1 | 1.1
CCN(CC)CCNC(=O)c1cc2ccccc2nc1Cl | -2 | 7 | -7 | 1 | -7 | -1 | 1.1 | -3 | 1.8 | 1.1
C(=N\N1CCN(C2c3ccccc3-c3ccccc32)CC1)/c1cccnc1 | -14 | -7 | -2 | 1 | 2 | 19 | 1 | -4 | -0.3 | 1
CC1(C)C(=O)Nc2ccccc2N1C(=O)COc1ncnc2ccccc12 | -10 | -8 | 0 | 1 | 8 | -2 | 0.9 | -3 | 0.8 | 1
O=C(Cn1cnc2c(nnn2-c2ccc(F)cc2)c1=O)N1CCCc2ccccc21 | -8 | 0 | -3 | 1 | 0 | 39 | 1 | -1 | 6.3 | 1
Cc1ccc(-c2cc(C(=O)NCCCn3ccnc3)c3cc(Br)ccc3n2)o1 | -17 | 9 | 4 | 1 | 8 | 0 | 0.9 | 2 | -0.8 | 1
Cc1ccc(C)c(NC(=O)c2ccc(S(=O)(=O)C(F)F)cc2)c1 | 8 | 5 | 5 | 1 | -1 | -1 | 1 | 5 | 0.6 | 0.9
CCON1C(=O)CN(C(=O)OC)C1c1ccc(Cl)cc1Cl (stereo not given) | -1 | -8 | -7 | 1 | 5 | 1 | 0.9 | -2 | 0.1 | 1.1
COc1ccc(/C(N)=N/OC(=O)Oc2ccccc2)cc1 | -7 | -2 | -7 | 1 | 0 | -5 | 1 | -3 | 0.2 | 1.1
CC1(C)C=C(c2ccc(C=O)s2)CC(C)(C)N1C=O | 6 | -4 | -4 | 1 | 5 | -2 | 0.9 | 2 | -1.4 | 1
O=C(CC12CC3CC(CC(C3)C1)C2)NCO | 7 | -5 | -1 | 1 | -5 | -1 | 1.1 | -4 | 0.2 | 1
Cn1c(-c2c(N)n(C3CCCC3)c3nc4ccccc4nc23)nc2ccccc21 | -3 | -11 | -3 | 1 | 5 | -18 | 0.9 | -2 | 0.9 | 1
O=C(OCCN1CCCCC1)c1cc2ccccc2o1 | 16 | -9 | -4 | 1.1 | 2 | -5 | 1 | -10 | 0.6 | 1
O=C(COC(=O)c1ccc(NS(=O)(=O)c2ccc(Br)s2)cc1)NC1CCCC1 | 4 | 0 | -5 | 1 | -1 | -8 | 1 | -4 | 6.9 | 1.1
CCOc1cc(Br)ccc1S(=O)(=O)N1CC(C)OC(C)C1 (stereo not given) | 12 | -2 | -7 | 1 | 10 | -1 | 0.9 | -4 | -0.7 | 1.1
Cc1cc(-c2csc(N)n2)c(C)n1CCC(C)C | -20 | -15 | 1 | 1 | 11 | -2 | 0.9 | -1 | 3.9 | 1
CC(C)c1ccccc1NC(=O)COc1ccc2c(=O)c(Oc3ccc4ccccc4c3)coc2c1 | 4 | -16 | -3 | 1 | -1 | 12 | 1 | -5 | 3.5 | 1
COc1ccc(/C=N\NS(=O)(=O)c2ccc(Br)cc2)cc1COc1ccccc1[N+](=O)[O-] | 0 | -1 | -8 | 1 | -10 | 33 | 1.1 | -2 | 1.9 | 1.1
Cc1c(NC(=O)CN2CCN(c3ccc([N+](=O)[O-])cc3)CC2)c(=O)n(-c2ccccc2)n1C | 8 | -4 | -1 | 0.9 | 12 | -1 | 0.9 | 8 | 3.1 | 1
O=C(NCc1cccc(C(F)(F)F)c1)C1CCN(c2ncccn2)CC1 | -5 | -8 | -9 | 1 | 3 | -6 | 1 | -5 | 0.2 | 1.1
C/C=C/C=C/C(=O)OC(C)C(=O)Nc1cc([N+](=O)[O-])ccc1OC (stereo not given) | 6 | -5 | -4 | 1 | 0 | 3 | 1 | -1 | 0.5 | 1
O=C(CCn1c(=O)oc2ccccc21)NCc1cccs1 | -10 | -9 | -2 | 1 | 24 | 0 | 0.8 | -2 | 1.2 | 1
COCCn1c(CN2CCC(Cc3ccccc3)CC2)nc2c1c(=O)n(C)c(=O)n2C | 19 | -12 | -7 | 1 | 2 | -4 | 1 | 2 | 1.7 | 1.1
CCOc1ccccc1C1N=C(c2ccc(OC)cc2)CC(c2ccccc2O)N1 (stereo not given) | -95 | -18 | 5 | 1 | 14 | 51* | 0.9 | 4 | 0.6 | 1
CCO[C@@H]1OC(C(=O)N2CCN(Cc3ccc4c(c3)OCO4)CC2)=C[C@H](c2coc3ccccc3c2=O)[C@H]1CCCO | -21 | -7 | -3 | 1 | 1 | 8 | 1 | -4 | 0.8 | 1
Cc1cc2c(c(SCC(=O)N(C)c3ccccc3)n1)C(=O)OC2 | -8 | -4 | -6 | 1 | 4 | -6 | 1 | -4 | 4.4 | 1.1
